CCHF vOTU inh – CCHFV vOTU protease inhibitors, primary screen, biochemical, Pep-AMC substrate, fluorescence. actives 0.55% (n = 370,000). Crimean-Congo hemorrhagic fever virus L polyprotein viral ovarian tumor (vOTU) protease …. inhibition, % at 11.5 µM; in the data active means inhibition above about 30%; further: 0% = vehicle wells with enzyme and 100% = no enzyme wells
Starred values were filed as active, the others as inactive; & = joins results of further samples. A portion of the library (hit frequency here may not be typical).

Compound | CCHF vOTU inh
COCCN1C(=O)C2=C(C1=O)C1N(C)c3ccccc3[C@@]13C[C@@H](CO)N(C(=O)CCC(=O)OC)C3=N2 (stereo partly specified) | -1
COc1ccc(C=NNC(=O)c2cc(-c3ccc(C)c(C)c3)n[nH]2)cc1OCc1ccccc1 | 10
Cc1ccc(Cn2nnc3c2-c2ccccc2S(=O)(=O)N(C2CC2)C3)cc1 | -3
CC(=O)OC12CCCN(C1)/C(=C/c1cccc(Cl)c1)C2 (stereo unspecified) | -1
O=C(CSc1nnc(-c2ccccn2)n1-c1ccccc1)Nc1ccc2cn[nH]c2c1 | 20
O=C(OCCN1CCN(C2CN(Cc3cn(Cc4ccccc4Cl)nn3)S(=O)(=O)C2)CC1)c1cc2ccccc2o1 (stereo unspecified) | -5
CC(C)(C)C(=O)OC12CCCN(C1)/C(=C/c1ccc(Cl)cc1)C2 (stereo unspecified) | 6
COC(=O)C1CN(Cc2ccc(F)cc2)CCS(=O)(=O)N1Cc1ccc(C)cc1 (stereo unspecified) | 3
Cc1ccc(N2CCN(/N=C\c3cccnc3)CC2)cc1 | 2
Cc1ccccc1CNC(=O)c1cccc2c1C(=O)N(Cc1cccnc1)C2 | 10
C=CCN(Cc1ccc2c(c1)OCO2)C(C#CC1CC1)C(C)C (stereo unspecified) | -3
Cc1nn(-c2ccccc2)c2sc(C(=O)N3CCN(S(=O)(=O)c4ccc(Br)s4)CC3)cc12 | -6
CC(C)(C)C1=Nn2c(nnc2-c2ccc(C(C)(C)C)cc2)SC1 | 20
Cc1ccc(CNC(=O)CCS(=O)(=O)c2cc3c(cc2Br)CCN3C(=O)C2CC2)o1 | -3
CC(C)CNC(=O)OCc1cn(Cc2ccccc2C(F)(F)F)nn1 | -5
COC(=O)[C@]12C[C@H](CC(=O)NCc3cccs3)C(=O)N(Cc3ccco3)C1=C[C@H](C1CCCC1)O[C@@H]2C | 9
CCn1c2ccccc2c2cc(NC(=O)CSc3nnc(-c4ccccc4)n3Cc3ccco3)ccc21 | 2
C[C@@H]1[C@@H](O)C[C@@]2(C[C@H](O)c3cc(Cl)cc(Cl)c3O2)O[C@H]1c1ccccc1Cl | 8
COC(=O)C1CN(Cc2ccc(OC)cc2)CCS(=O)(=O)N1Cc1ccc(Cl)cc1 (stereo unspecified) | 8
CN1C(=O)C[C@@](C#N)(C(=O)NCC(F)(F)F)[C@H]1c1ccccc1 | -6
CCCCNC(=O)C1(C(=O)C2CC2)CC(c2ccccc2C(F)(F)F)=NO1 (stereo unspecified) | 0
COC(=O)C1CN(Cc2cn(Cc3ccc(OC)cc3)nn2)CCS(=O)(=O)N1Cc1ccc(C)cc1 (stereo unspecified) | -3
C[C@@H]1C[C@H](O)CCCCCC(=O)Cc2cc(O)cc(O)c2C(=O)O1 | 9
COc1ccccc1CNC(=O)N1CCN(Cc2nc3ccccc3c(=O)[nH]2)CC1 | -7
COCCCNC(=O)C[C@H]1C[C@@]2(C(=O)OC)C(=C[C@H](C(C)C)O[C@@H]2C2CC2)N(Cc2cccc3ccccc23)C1=O | 3
COC(=O)C/C=C/[C@@H](C)[C@H](NC(=O)OCC(Cl)(Cl)Cl)c1ccc(-c2ccccc2)cc1 | 5
CCOC(=O)c1csc(NC(=O)C2CCCN(S(=O)(=O)c3ccccc3)C2)n1 (stereo unspecified) | 6
C[C@H]1COc2cc(N3CCSCC3)ccc2S(=O)(=O)N1C | 8
CCOC(=O)N1CCN(C(=O)C[C@H]2C(=O)N(Cc3ccc(OC)cc3)C3=CCCCC[C@@]32C(=O)OC)CC1 | -6
COc1ccc(-c2cc(-c3nnc(SCc4cccc5ccccc45)n3N)[nH]n2)cc1 | 16
Cc1ccc2c(c1)C(CS(=O)(=O)NCCc1ccccc1)NC2 (stereo unspecified) | 1
COc1ccc(CCNC(=O)Cn2ncc3c2-c2cc(C)ccc2OC3)cc1 | 10
COc1ccc2c(c1)CCCN2C(=O)C1CCCN(S(=O)(=O)c2ccc(C)c(C)c2)C1 (stereo unspecified) | 1
CCOc1ccc(-n2c(SCC(=O)Nc3cc4oc5ccccc5c4cc3OC)nnc2-c2cccc(Cl)c2)cc1 | 17
CC(C)CN1C(=O)C[C@@]2(C(=O)N(C)c3ccc(NS(=O)(=O)C4CCCCC4)cc32)C1c1ccccc1 (stereo partly specified) | 5
C[C@H]1COc2cc(Br)ccc2S(=O)(=O)N1Cc1cn(Cc2ccc(Cl)cc2)nn1 | 1
COC(=O)[C@]12C[C@H](CC(=O)NCCCCc3ccccc3)C(=O)N(CCc3ccc(OC)c(OC)c3)C1=C[C@H](C(C)C)O[C@@H]2C1CC1 | 19
N#Cc1cccc(Cn2ccc3ccc(-c4ccc5ccn(Cc6cccc(C#N)c6)c5c4)cc32)c1 | 1
CCOC(=O)N1CCN(C(=O)C[C@H]2C[C@@]3(C(=O)OC)C(=C[C@H](C(C)(C)C)O[C@@H]3C)N(Cc3ccc(Cl)cc3Cl)C2=O)CC1 | 24
C=CC[C@H]1c2ccccc2[C@H]2N3N=Cc4ccccc4[C@H]3[C@H](CCCC)C(=O)N2N1C(=O)NCc1ccccc1 | 5
COc1ccc(CN(CCN2CCOCC2)C(=O)c2cc(F)ccc2F)cc1OC | 0
COc1ccccc1CNC(=O)NC1CCN(CC(=O)Nc2ccc3c(c2)OCCO3)CC1 | 8
CN(CCc1ccccn1)C(=O)c1ccc(Sc2ccccc2Cl)c([N+](=O)[O-])c1 | -4
CCOC(=O)Nc1ccc2c(c1)[C@@]1(CC(=O)N(CC(C)C)C1c1ccccc1)C(=O)N2C (stereo partly specified) | 1
COC1=C[C@H](C(=O)NCCNC(C)=O)[C@H](C)[C@@H](c2ccccc2)CC1=O | -6
O=C(Nc1cccc(Cl)c1)OC1CCC12CCC(c1ccccc1)CC2 (stereo unspecified) | 10
Cc1cc(C)cc(NC(=O)NCCCN2CCN(c3ccc(F)cc3)CC2)c1 | -2
COc1cccc(N(C)C(=O)[C@@H](C)[C@@H](O)c2ccc(Cl)cc2)c1 | -7
O=C(C1CCCN(S(=O)(=O)c2ccccc2[N+](=O)[O-])C1)N1CCN(Cc2ccccc2)CC1 (stereo unspecified) | -6
Cn1c(Cc2cccs2)nnc1SCC(=O)Nc1ccc2c(c1)OCO2 | -4
COC(=O)c1ccc(CN2CC3CC(c4ccccc4)N4CCCC34C2=O)cc1 (stereo unspecified) | -3
COC(=O)C1CN(Cc2cn(Cc3ccccc3)nn2)CCS(=O)(=O)N1Cc1ccc(OC)cc1 (stereo unspecified) | -1
Nn1c(SCC(=O)Nc2ccc(OCc3ccccc3)cc2)nnc1-c1cc(-c2ccc(F)cc2)n[nH]1 | -9
CC1CCN(C(=O)C2CCCN(C(=O)c3ccc4c(c3)NC(=O)CS4)C2)CC1 (stereo unspecified) | -1
CC(C)n1nnnc1C1(C)CN(S(C)(=O)=O)CC(=O)N1Cc1cccc(C(F)(F)F)c1 (stereo unspecified) | -5
S=C(Nc1ccc(Cl)cc1)OC1CCC12CCC(c1ccccc1)CC2 (stereo unspecified) | 12
CC1CCCCC1N(C(=O)c1cc(C2CC2)on1)C1CCCCCC1 (stereo unspecified) | 8
CCCCN1CN2Cc3ccccc3C2CS1(=O)=O (stereo unspecified) | -1
CCn1c(SCC(=O)Nc2ccccc2-c2ccccc2)nnc1-c1ccc(Cl)cc1 | 5
COC(=O)[C@]12C[C@H](CC(=O)NCC34CC5CC(CC(C5)C3)C4)C(=O)N(Cc3ccco3)C1=C[C@H](C1CCCC1)O[C@@H]2C | 6

Two entries from above, field by field.
O=C(Nc1cccc(Cl)c1)OC1CCC12CCC(c1ccccc1)CC2 (stereo unspecified)
  CCHF vOTU inh: 10
Cc1cc(C)cc(NC(=O)NCCCN2CCN(c3ccc(F)cc3)CC2)c1
  CCHF vOTU inh: -2

The listing picks up, starting four compounds before the break.
molecule	CCHF vOTU inh
CC1CCCCC1N(C(=O)c1cc(C2CC2)on1)C1CCCCCC1 (stereo unspecified)	8
CCCCN1CN2Cc3ccccc3C2CS1(=O)=O (stereo unspecified)	-1
CCn1c(SCC(=O)Nc2ccccc2-c2ccccc2)nnc1-c1ccc(Cl)cc1	5
COC(=O)[C@]12C[C@H](CC(=O)NCC34CC5CC(CC(C5)C3)C4)C(=O)N(Cc3ccco3)C1=C[C@H](C1CCCC1)O[C@@H]2C	6
O=S1(=O)CC2c3ccccc3CCN2CN1CCc1ccccc1 (stereo unspecified)	1
O=C(CSc1nnc(-c2cccc(Cl)c2)n1Cc1ccco1)c1ccc(F)cc1	0
CC(C)CNS(=O)(=O)CC1NCCc2ccccc21 (stereo unspecified)	-7
C=CCN1[C@@H](C)COc2cccc(N3CCCC3)c2S1(=O)=O	2
CCN1CCCCC(NC(=O)c2cccc(C(F)(F)F)c2)C1=O (stereo unspecified)	-3
Clc1cccc(CSc2ncnc3sc4c(c23)CCCC4)c1	-4
CN(Cc1ccccc1)C(=O)OCc1cn(Cc2cccc(F)c2)nn1	2
COC(=O)[C@@]12CCCCC3=C1N(CCC3)C(=O)[C@H]2CC(=O)NCc1cccc2ccccc12	1
COc1ccc(-c2cc(C(=O)N=Nc3c(O)[nH]c4ccccc34)[nH]n2)cc1	5
c1ccc(Cn2ccc3ccc(-c4ccc5ccn(Cc6cccc(-c7cccs7)c6)c5c4)cc32)cc1	5
Cc1ccc(-c2cc(-c3nnc(SCC(=O)Nc4ccccc4-c4ccccc4)n3N)[nH]n2)cc1	7
O=C1CC[C@@H](COc2ccc3[nH]cc(-c4ccccc4)c3c2-c2ccccc2)N1	0
C=CCN1C[C@@H](COCc2ccccc2)Oc2cc(F)ccc2S1(=O)=O	1
CCCCNS(=O)(=O)/C=C/c1cc(C)ccc1CNC(=O)OC(C)(C)C	5
Oc1ccc2ccccc2c1C=Nn1c(-c2n[nH]c3c2CCC3)n[nH]c1=S	8
Cc1ccc(O)c(C(C)c2c[nH]c3ccccc23)c1 (stereo unspecified)	6
Cc1ccc(Cn2cc(CN3[C@@H](CC(C)C)COc4cccc(F)c4S3(=O)=O)nn2)cc1	2
CN(Cc1ccccc1)C(=O)OCc1cn(Cc2ccc(F)cc2F)nn1	-1
COc1ccc(-c2nnc(SCC(=O)Nc3ccc(S(=O)(=O)Nc4cc(C)nc(C)n4)cc3)n2-c2ccc(OC)cc2)cc1	16
Cc1ccc2c(c1)N(CCCC(=O)N(C)Cc1ccccc1F)C(=O)CO2	3

Reprinted from the part before: four entries; new compounds follow.
molecule	CCHF vOTU inh
Cc1ccc(Cn2cc(CN3[C@@H](CC(C)C)COc4cccc(F)c4S3(=O)=O)nn2)cc1	2
CN(Cc1ccccc1)C(=O)OCc1cn(Cc2ccc(F)cc2F)nn1	-1
COc1ccc(-c2nnc(SCC(=O)Nc3ccc(S(=O)(=O)Nc4cc(C)nc(C)n4)cc3)n2-c2ccc(OC)cc2)cc1	16
Cc1ccc2c(c1)N(CCCC(=O)N(C)Cc1ccccc1F)C(=O)CO2	3
O=C(CSc1nc2sc3c(c2c(=O)n1-c1ccccc1)CCCC3)NN=Cc1ccc(OCc2ccccc2)cc1	-4
N[C@@H](Cc1ccccc1)C(=O)N1CCC[C@@H]1C(=O)N1CCC2CCN(S(=O)(=O)c3ccccc3)CC21 (stereo partly specified)	2
COc1ccc(Cn2cc(COC(=O)NCCc3c[nH]c4ccccc34)nn2)cc1	3
C[C@@H](NC(=O)c1ccc(C#Cc2cccc(F)c2)cn1)C(C)(C)O	0&-3
Cc1ccccc1CN1CCCCC(NC(=O)c2ccc(F)cc2)C1=O (stereo unspecified)	-3
COC(=O)[C@H](C(C)C)N1CCc2nnn(Cc3ccccc3)c2-c2cc(F)ccc2S1(=O)=O	4
CCOC(=O)[C@]12CCCC=C1N(CCCOC)C(=O)[C@@H]2CC(=O)N1CCSCC1	10
Cc1cc(N2CCN(Cc3ccc4c(c3)OCO4)CC2)n2nc(C)nc2n1	4
CC(C)C[C@H]1COc2cccc(N3CCSCC3)c2S(=O)(=O)N1C	-3
Cc1ccc(NC(=O)c2cccc3c2-c2ccccc2C3=O)c(C)c1	3
CC(CCN1CCC(C(O)(c2ccccc2)c2ccccc2)CC1)Oc1cccc(C(F)(F)F)c1 (stereo unspecified)	17
O=C(CSc1nnc(-c2cccs2)o1)Nc1cccc2ccccc12	-1
COC(=O)[C@]12C[C@H](CC(=O)NCc3cccc4ccccc34)C(=O)N(Cc3ccc(Cl)cc3Cl)C1=C[C@H](C(C)C)O[C@@H]2C1CC1	19
CCC(C)(C)C(=O)N1CCC(C(=O)NC2CCCc3ccccc32)CC1 (stereo unspecified)	-8
Cc1cccc(C)c1-n1nnnc1C1(C)CN(S(C)(=O)=O)CC(=O)N1Cc1ccc(F)cc1 (stereo unspecified)	-5
COC[C@H]1CCCN1c1ccc2c(c1)OCCCN(C1CC1)S2(=O)=O	-8
CCCCCN1CCCCC(NC(=O)C2CCCCC2)C1=O (stereo unspecified)	0
Cc1ccc(NC(=O)C2CCN(c3ncccn3)CC2)cc1C	-7
Cc1ccc(NC(=O)CSc2nnc(-c3cc(-c4ccc(Cl)cc4)n[nH]3)n2N)cc1	99*
CN(C)c1ccc(-c2nn3c(-c4ccco4)nnc3s2)cc1	10
O=C(CSc1nnc(COc2ccccc2)n1-c1ccccc1)Nc1ccc2c(c1)OCO2	5
Cc1cc(C)cc(N(CC(=O)NC2CCC(C)CC2)S(=O)(=O)c2ccccc2)c1 (stereo unspecified)	10
CN(CCc1ccccn1)C(=O)c1cc2ccccn2n1	-4
CC(C)CNS(=O)(=O)CC1NCc2ccccc21 (stereo unspecified)	6
C=CCN1C(=O)[C@@H](CC(=O)NCC2CCCCC2)[C@]2(C(=O)OCC)CCCCC/C=C/12	15
COc1cc(-n2c(C)nc3cc(C(=O)N4CC(C)CC(C)C4)ccc32)cc(OC)c1OC (stereo unspecified)	11
O=S1(=O)c2ccc(N3CCC[C@H]3CO)cc2O[C@H]2CCN1C2	-9
Cc1ccc(S(=O)(=O)N2CCCC(C(=O)Nc3c(C)n(C)n(-c4ccccc4)c3=O)C2)cc1 (stereo unspecified)	9
COC(=O)C1CN(Cc2cn(Cc3ccc(C)cc3)nn2)CCS(=O)(=O)N1Cc1ccccc1 (stereo unspecified)	2

Assay outcomes: PubChem BioAssay, The Scripps Research Institute Molecular Screening Center
